PTAP TSG101 blk – blocks PTAP/TSG101 interaction to inhibit HIV-1 budding | Potency, µM (top dose mostly 115 µM), for the others: at the top dose activity change, negative = inhibition, usual class: inhibitors | 340,000 tested, under 10 active | AID 493005 | Fluorescence polarization, FITC-PTAP peptide / Tsg101 binding; active = well fitted inhibition curve with a large enough effect in the main read-out, with a control signal flat, not every such curve was filed as active; inconclusive = small, poorly fitted or top-dose-only effect, or effect the other way, or a change in a side signal; inactive = no such curve, though single readings can be large or run the other way; note: potency is the fitted concentration of half-maximal effect; % of control where 0% means no effect
Target sequence (Q99816 whole entry, looked up): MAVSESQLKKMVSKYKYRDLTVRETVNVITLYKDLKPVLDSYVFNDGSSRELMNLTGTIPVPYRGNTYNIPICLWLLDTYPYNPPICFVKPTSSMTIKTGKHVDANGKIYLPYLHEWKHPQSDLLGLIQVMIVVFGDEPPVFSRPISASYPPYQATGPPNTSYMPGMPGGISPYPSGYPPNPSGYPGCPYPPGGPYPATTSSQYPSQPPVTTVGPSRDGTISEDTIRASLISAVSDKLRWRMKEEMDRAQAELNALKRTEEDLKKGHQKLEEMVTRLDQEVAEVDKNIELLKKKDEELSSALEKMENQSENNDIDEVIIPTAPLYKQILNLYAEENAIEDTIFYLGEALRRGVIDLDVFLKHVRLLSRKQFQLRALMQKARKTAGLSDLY
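FP read-out: FITC-PTAP peptide, 50 nM final, binding Tsg101 binding domain, 10 uM final; 20 min, r.t.; 10 mM HEPES pH 7.5, 0.15 M NaCl, 0.01% Tween 20, 3 mM EDTA, 0.1 mM TCEP.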
TCR activator – T cell receptor activation | Potency, µM (highest dose often 9.22 µM), without a hit: top-dose activation of IL-2 secretion, hits mostly activators | primary human leukocytes, anti-CD3, IL-2 HTRF, 48 h | 330,000 tested, under 10 active; note: % of control where 0% means no effect
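Primary human leukocytes receive a-CD3 beads and test compound and are incubated 48 hr. Secreted IL-2 is then assayed by HTRF, measuring 665nm acceptor emission after 320nm excitation of the europium donor.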
TSHR antagonist – antagonists of human thyroid stimulating hormone receptor; AID 504810; TSHR-expressing cells, TSH-stimulated cAMP HTRF, 2 h; active compounds read low; 330,000 tested, 0.2% active; P16473; activity change, negative = inhibition, % at 11.5 µM;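 active = activity change below a set negative limit, meaning inhibition stronger than a set level, cut at about -70% in these data; inconclusive = activity change between two set negative limits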; note: % is set by controls: 0 for no effect and ±100 for the full control effect
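Cell-based HTRF cAMP assay; TSHR cells + compound, TSH EC80 (4nM final), 2 h, 37 deg C. Lysis with anti-cAMP cryptate and cAMP-d2, 30 min RT, read 665/620 nm.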
Mito fusion act – inhibitors of mitochondrial division or activators of mitochondrial fusion; S. cerevisiae fusion-defective mutant growth rescue, CellTiterGlo 48 h; Potency, µM (doses to about 46.1 µM), for inactives: at the top dose growth rescue (activation), usual class: activators; 320,000 tested, 0.23% active; AID 485298;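 note: potency is the fitted concentration of half-maximal effect; % of control where 0% means no effect; nearly all actives have a fitted effect of over 45% in size; temperature-sensitive fusion mutants such as fzo1-1 at 37 °C on non-fermentable ethanol glycerol medium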
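Luminescent cell viability in 1536-well qHTS format served as the measure of rescued growth in ts fusion-mutant S. cerevisiae cultured on non-fermentable YPEG for 48 hours at 37C.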
ASM inhibitor – inhibitors of human secretory acid sphingomyelinase. P17405. placental ASM, HMU-PC fluorogenic substrate, 60 min. Potency, µM (doses to about 57.5 µM), inactives show top-dose activity change, negative = inhibition, usual class: inhibitors. 340,000 tested, 0.006% active. AID 504937; note: potency is the fitted concentration of half-maximal effect
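HMU-PC0 cleavage (9 uM final) by human placental ASM, 60 min at 37 °C following 10 min compound exposure at RT; stopped at pH 10, fluorescence Ex 386/Em 447 nm.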
ELG1 DNA repair – blocks ELG1-dependent DNA repair in HEK293T cells. HEK293T ELG1-luciferase reporter, luminescence, 16 h; DNA damage induced by 5-fluorouridine. Potency, µM (highest dose often 46.1 µM), for the others: top-dose activity change, negative = inhibition, usual class: inhibitors. 330,000 tested, 2.3% active. AID 504467; note: potency is the fitted concentration of half-maximal effect; % is set by controls: 0 for no effect and ±100 for the full control effect; nearly all actives have a fitted effect of over 55% in size
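HEK293T cells expressing luciferase-tagged ELG1 (2,000/well) received 5-Fluorouridine plus compound or DMSO for 16 hr at 37 °C. Luciferase was read by ONE-Glo luminescence after 30 min at room temperature.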
A-T KAP1 phos – potential ataxia-telangiectasia treatment. Potency, µM (series often up to 57.5 µM), without a hit: top-dose activation, most hits filed as activators. […] A-T fibroblasts, KAP-1 phosphorylation AlphaLISA; neocarzinostatin DNA damage 30 min before lysis. 320,000 tested, 0.19% active; note: potency is the fitted concentration of half-maximal effect; % of control where 0% means no effect; nearly all actives have a fitted effect of over 45% in size
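ATM-like activity read as KAP-1 phosphorylation via AlphaLISA donor/acceptor antibody pairs after lysis and 6 hr at 25C. Cells were ATM-null patient fibroblasts ([…], hTERT), dosed 60 min, then exposed to the DSB inducer NCS for 30 min.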
Eya2 inh – inhibitors of human Eya2 phosphatase activity; recombinant Eya2, OMFP fluorescence dephosphorylation (OMFP is methylfluorescein phosphate); Potency, µM (top dose mostly 76.9 µM), inactives show top-dose activity, negative = inhibition, usual class: inhibitors; 330,000 tested, 0.006% active; AID 488837; note: potency is the fitted concentration of half-maximal effect; % is set by controls: 0 for no effect and ±100 for the full control effect
Target sequence (O00167 whole entry, looked up): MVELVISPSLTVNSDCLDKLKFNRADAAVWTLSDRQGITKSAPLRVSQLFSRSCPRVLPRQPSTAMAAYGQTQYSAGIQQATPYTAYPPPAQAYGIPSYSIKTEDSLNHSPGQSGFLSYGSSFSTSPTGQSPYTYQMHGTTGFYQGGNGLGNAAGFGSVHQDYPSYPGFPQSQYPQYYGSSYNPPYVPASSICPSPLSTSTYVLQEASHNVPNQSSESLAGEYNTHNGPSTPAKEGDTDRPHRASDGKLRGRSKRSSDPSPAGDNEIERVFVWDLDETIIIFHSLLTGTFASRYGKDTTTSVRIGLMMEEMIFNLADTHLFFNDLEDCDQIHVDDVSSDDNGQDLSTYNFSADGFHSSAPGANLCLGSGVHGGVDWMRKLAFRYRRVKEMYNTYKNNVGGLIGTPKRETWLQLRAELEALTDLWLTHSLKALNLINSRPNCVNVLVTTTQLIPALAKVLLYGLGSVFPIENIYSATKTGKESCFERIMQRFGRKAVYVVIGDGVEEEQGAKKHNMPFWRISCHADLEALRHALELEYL
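Eya2 protein (added as 0.2 uM solution) was preincubated with compound for 10 min at ambient temperature in 50 mM HEPES pH 7.5, 50 mM NaCl, 5 uM MgCl2, 0.05% BSA, 1 mM DTT. OMFP (added at 50 uM) then reacted 10 min; fluorescence read at 485/525 nm.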
Integrin act MD – activates integrin-mediated alleviation for muscular dystrophy | alpha7betagal myoblasts, beta-gal FDG fluorescence, 48 h | 350,000 tested, 0.064% active | AID 624291 | Potency, µM (series often up to 38.3 µM), for inactives: at the top dose activation, usual class: activators;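 note: potency is the fitted concentration of half-maximal effect; 100% = response of the positive control SU9516; nearly all actives have a fitted effect of over 60% in size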
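Alpha7betagal+/- myoblasts (passage 13) were plated 16-24 hr, then exposed to compounds (1:260 dilution of DMSO stock) for 48 hours at 37C. After MPER lysis, β-galactosidase reporter activity was read as FDG fluorescence (ex 480/em 540) after 30 minutes.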
BCR signal inh – blocks chronic active B-cell receptor signaling | Potency, µM (top dose mostly 46.1 µM), for the others: at the top dose ratio change, negative = lower green/red ratio, hits mostly inhibitors | 340,000 tested, 0.05% active | AID 493014 | ABC-DLBCL IkBa-CBG/CBR reporter, luminescence ratio, 4 h; active = well fitted inhibition curve with a large enough effect in the signal ratio, with a control signal flat, not every such curve was filed as active; inconclusive = small, poorly fitted or top-dose-only effect, or effect the other way, or a change in a side signal; the % refers to the signal ratio;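 note: potency is the fitted concentration of half-maximal effect; plate controls were basal doxycycline-induced cells for no effect and cells given 10 µM MG132 for full effect; MG132 reads +100%, hits lower the ratio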
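Compounds up to 46 uM were incubated four hours with TMD8 cells whose green CBG68 luciferase is fused to IkappaBalpha; red CBR luminescence normalised the signal, and concentration-effect curves were fitted to fusion, red and ratio data.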
Tb PFK inh – T. brucei PFK enzyme inhibition | T. brucei PFK, ADP-Glo luminescence | 330,000 tested, 0.17% active | AID 485367 | O15648 | Potency, µM (doses to about 57.5 µM), for the others: at the top dose activity, negative = inhibition, hits mostly inhibitors;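 note: potency is the fitted concentration of half-maximal effect; 0% = uninhibited 1x PFK enzyme wells and -100% = no-enzyme wells; nearly all actives have a fitted effect of over 60% in size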
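In TEA buffer at pH 8.0 with 5 mM MgCl2, enzyme (1.25 nM) converted F6P (0.5 mM) and ATP (0.1 mM) for 45 min at room temperature. ADP product was read by luciferase luminescence.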
The depositor's hits bear a star; ? = inconclusive; / = not tested or not shown; [ ] = dose if it differs, or a comment. Unless noted, calls come from the whole dose curve; as a rule, active = well fitted curve in the direction sought with a large enough effect; inconclusive = small, poorly fitted or top-dose-only effect, or another doubt; inactive = no such curve, though single readings can be large; an effect the other way counts as inactive or inconclusive.

SMILES	PTAP TSG101 blk	TCR activator	TSHR antagonist	Mito fusion act	ASM inhibitor	ELG1 DNA repair	A-T KAP1 phos	Eya2 inh	Integrin act MD	BCR signal inh	Tb PFK inh
Cc1ccc2nc(SCCCCOc3ccccc3)[nH]c2c1	0%	-2%	-13	1%	-13%	-3%	5%	-4%	-4%	-15%	-10%
Cn1c2ccc(F)cc2c2nnc(NN)nc21	-2%	1%	1	5%	-8%	-9%	-3%	-3%	4%	5%	-6%
Cc1nccn1CC(O)Cn1c2ccccc2c2ccccc21 (stereo not drawn)	-4%	9%[46.1 µM]	6	2%	-1%	?	-2%	1%	-21%	7%	0%
CCc1nnc(NC(=O)/C=C/c2cccs2)s1	-2%	-1%	9	-6%	-2%	?	-3%	-7%	-24%	1%	3%
COc1ccc(C(=O)COC(=O)CCN2C(=O)C3C4CCC(C4)C3C2=O)cc1 (stereo not drawn)	-7%	0%	-7	-7%	4%	-16%	2%	-12%	-32%	3%	3%
COc1ccc(-c2cc(C(F)(F)F)nc(SCCC(=O)N3CCOCC3)n2)cc1	-1%	4%	-6	1%	0%	?	2%	-8%	-7%	-1%	-1%
CC12CC3CC(C)(C1)CC(C(=O)NCc1ccncc1)(C3)C2	-6%	-3%	-12	3%	4%	4%	3%	8%	?	4%	-6%
CC(C)OC(=O)/C(C#N)=C/c1c[nH]c2ccccc12	-1%	1%[46.1 µM]	-12	?	0%	?	1%	1%	1%	?	-1%
Cc1cc(C)n2nc(S(=O)(=O)NCCc3ccccc3)nc2n1	-2%	-2%	-7	6%	-3%	9%	3%	8%	3%	?	1%
O=C(COC(=O)c1cccc([N+](=O)[O-])c1)NNC(=O)c1cccs1	-7%	/	-4	4%	2%	14%	2%	8%	-7%	1%	-1%
CC(=O)Nc1nc(C)c(-c2nc3ccc([N+](=O)[O-])cc3[nH]2)s1	-3%	-3%	-6	1%	-10%	-1%	0%	13%	?	?	-8%
COc1ccc(NC(=O)CSc2nnc(N)s2)cc1S(=O)(=O)N1CCCCC1	-2%	-5%	/	/	3%	8%	-4%	9%	21%	-6%	4%
Cc1nnc(NC(=O)CSc2nc(C(C)C)nc3ccccc23)s1	-8%	-8%	-1	1%	3%	?	0%	8%	-5%	-14%	0%
Cc1ccc(C)c(OCCC(=O)OCC(=O)Nc2cc(S(=O)(=O)N3CCOCC3)ccc2C)c1	-4%	4%	-2	1%	1%	21%	16%	5%	18%	5%	-7%
O=C(c1ccc(CS(=O)Cc2ccccc2Cl)o1)N1CCN(c2cccc(Cl)c2)CC1 (stereo not drawn)	-3%	3%	-34	35µM*	-1%	?	2%	-9%	-45%	?	?
CCOc1cccc(NC(=O)Cn2nc(-c3ccc4c(c3)OCCO4)ccc2=O)c1	-2%	-20%[46.1 µM]	8	0%	7%	-6%	1%	-19%	6%	-6%	1%
C[C@@H]1C[C@@H]2OC(=O)[C@]3(C)[C@H]2[C@@H](OC3(C)O)[C@]2(C)C(=O)CC[C@H]12 (stereo partly drawn)	/	/	10	-2%	/	5%	3%	-7%	/	0%	0%
CC(C)c1ccc(C(C(=O)NC(C)(C)C)N(C(=O)CNC(=O)c2ccco2)c2cccnc2)cc1 (stereo not drawn)	-3%	-1%[46.1 µM]	-15	-2%	0%	7%	/	-1%	2%	-5%	0%
Cc1cc(C)n(-c2nc3ccccc3c(=O)n2OC2CCCCC2)n1	-2%	16%	-8	5%	1%	-8%	8%	4%	6%	-3%	1%
Cc1cc(C)n(-c2cc(C)c(C)cc2Br)n1	2%	10%	10	4%	1%	-1%	-5%	-20%	21%	-1%	7%
CCn1c(SC)nnc1-c1c[nH]c2ccccc12	-2%	4%	5	1%	6%	3%	12%	6%	19%	?	-2%
O=C(CN1CCC(n2nnc3cc(C(F)(F)F)ccc32)CC1)Nc1ccc2c(c1)CCC2	-11%	1%	-5	1%	-6%	?	1%	11%	-8%	-3%	4%
CC(C)(C)c1ccc(-c2noc(CCC(=O)NCC3CCCO3)n2)cc1 (stereo not drawn)	-12%	2%	-6	2%	7%	?	7%	-1%	-7%	?	3%
O=C(CCCOC(=O)c1ccc(O)cc1O)c1ccccc1	-8%	9%	-9	18%	-3%	16%	9%	-22%	-19%	?	-5%
CC(O)(CS(=O)(=O)Cc1cccc(C(F)(F)F)c1)C(=O)Nc1cccc(C(F)(F)F)c1 (stereo not drawn)	-3%	/	-2	-1%	-8%	2%	-5%	-4%	-26%[7.66 µM]	24%	1%
Cc1ccc(S(=O)(=O)c2cc3c(=O)n4ccccc4nc3n(C3CCCCC3)c2=N)cc1	-4%	0%	9	-1%	-14%	-1%	-9%	-19%	-24%	-1%	-1%
CCOc1cc(/C=N/N=C(/N)c2nonc2N)cc(Br)c1OCc1ccc(Cl)cc1	0%	-3%	-16	3%	-3%	0%	0%	-8%	-30%	?	2%
O=C(NCC1CCCO1)c1ccc(NC(=O)c2cccc(Br)c2)cc1 (stereo not drawn)	-1%	-1%	2	-5%	-2%	?	-10%	-16%	-50%[inhibitor]	-10%	1%
Cc1cc2occ(CC(=O)NC3CCCc4ccccc43)c2cc1C (stereo not drawn)	-3%	1%[46.1 µM]	-1	6%	5%	-1%	1%	-8%	24%	1%	2%
COc1ccc(NC(=O)Nc2nnc(-c3cccs3)s2)cc1	1%	-12%	-3	-6%	18%	?	16%	3%	-15%	0%	-2%
CC12CN3CCN(CC(C3)C1(O)CN1CCCCC1)C2 (stereo not drawn)	0%	1%	/	-6%	0%	/	/	/	-21%	/	/
N#C/C(=C\c1ccco1)C(=O)Nn1cnnc1	-3%	1%	-2	3%	3%	-10%	1%	-9%	13%	-14%	-7%
O=S(CC(O)COCc1ccc(Cl)cc1)c1ccccn1 (stereo not drawn)	-2%	/	6	-4%	7%	2%	7%	-23%	14%	-9%	-4%
O=[N+]([O-])c1cccc(S(=O)(=O)N2CCCC2)c1	-1%	-6%[46.1 µM]	-1	-3%	-1%	0%	3%	-2%	13%	?	-1%
Cc1cccnc1NC(=O)Nc1cccc(Cl)c1	0%	-16%	-1	-3%	-1%	?	1%	6%	-4%	?	-6%
COc1cccc(CNc2ccc(N3CCCCC3)cc2)c1OC	-2%	8%	2	-3%	8%	0%	-6%	13%	-33%[inhibitor]	-3%	-2%
OCCNCc1cc(Br)ccc1OCc1ccccc1Cl	-6%	-10%[46.1 µM]	7	-6%	4%	-16%	-1%	-3%	-39%	?	-2%

A portion of the results above, for reference:
SMILES	PTAP TSG101 blk	TCR activator	TSHR antagonist	Mito fusion act	ASM inhibitor	ELG1 DNA repair	A-T KAP1 phos	Eya2 inh	Integrin act MD	BCR signal inh	Tb PFK inh
O=[N+]([O-])c1cccc(S(=O)(=O)N2CCCC2)c1	-1%	-6%[46.1 µM]	-1	-3%	-1%	0%	3%	-2%	13%	?	-1%
Cc1cccnc1NC(=O)Nc1cccc(Cl)c1	0%	-16%	-1	-3%	-1%	?	1%	6%	-4%	?	-6%
COc1cccc(CNc2ccc(N3CCCCC3)cc2)c1OC	-2%	8%	2	-3%	8%	0%	-6%	13%	-33%[inhibitor]	-3%	-2%
OCCNCc1cc(Br)ccc1OCc1ccccc1Cl	-6%	-10%[46.1 µM]	7	-6%	4%	-16%	-1%	-3%	-39%	?	-2%

Source: PubChem
